GLP1R ag: agonists of human GLP-1 receptor. P43220. HEK293 GLP-1R CRE-luciferase, luminescence, 4-6 h; cells express a hypersensitive GLP-1R form. Potency, µM (titrated, usually from 45.6 µM), for the others: top-dose activation, actives largely listed as activators. 0.007% of 380,000 active; further: % of control where 0% means no effect
Target sequence (P43220 whole entry, looked up): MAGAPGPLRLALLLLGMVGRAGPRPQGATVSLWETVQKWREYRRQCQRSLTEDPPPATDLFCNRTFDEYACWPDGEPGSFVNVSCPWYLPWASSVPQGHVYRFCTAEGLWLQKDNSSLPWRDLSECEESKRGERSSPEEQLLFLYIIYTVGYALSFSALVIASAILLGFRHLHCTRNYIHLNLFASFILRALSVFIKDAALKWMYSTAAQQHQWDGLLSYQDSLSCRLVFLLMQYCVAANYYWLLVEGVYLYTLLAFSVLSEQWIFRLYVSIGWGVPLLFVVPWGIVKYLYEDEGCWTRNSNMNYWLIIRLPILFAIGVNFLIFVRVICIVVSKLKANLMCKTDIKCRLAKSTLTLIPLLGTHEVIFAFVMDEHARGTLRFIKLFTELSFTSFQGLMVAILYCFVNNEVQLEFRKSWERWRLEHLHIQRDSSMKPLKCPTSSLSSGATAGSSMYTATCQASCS
GLP1R inv ag: inverse agonists of human GLP-1 receptor. P43220. HEK293 GLP-1R CRE-luciferase, luminescence, 24 h; GLP-1R form is constitutively active. Potency, µM (series often up to 38.3 µM), for inactives: top-dose activity change, negative = inhibition, actives largely listed as inhibitors. 1.6% of 410,000 active; further: on the % scale 0 is the no-effect control and ±100 the full control effect; nearly all actives have a fitted effect of over 55% in size
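qHTS in 1536-well format: reporter HEK293 cells expressing constitutive GLP-1R activity in DMEM + 10% Nu serum, 24 hr with compounds at 37 deg C, luminescence read after 12 min with detection reagent.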
SW480 rereplic: inducers of DNA re-replication in SW480 colon cancer cells; AID 624297; 1.8% of 340,000 active; SW480 DNA re-replication, Hoechst DNA content imaging, 48 h; Potency, µM (series often up to 46.1 µM), inactives show at the highest dose re-replication activation, actives largely listed as activators; further: % of control where 0% means no effect; nearly all actives have a fitted effect of over 55% in size
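Image-based DNA-content assay: after two days of treatment, nuclei were labelled with the DNA dye Hoechst and imaged, and hits were compounds raising the count of nuclei showing high fluorescence intensity.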
HT1080NT lethal: kills 2HG-producing HT-1080-NT fibrosarcoma cells | HT-1080-NT fibrosarcoma viability, CellTiter-Glo ATP luminescence, 48 h | 1.6% of 360,000 active | Potency, µM (series often up to 46.1 µM), for the others: at the top dose activity, negative = less viability, actives largely listed as cytotoxic;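 further: NT is the 2HG producing partner of a matched IDH1 knockdown line; 0% = DMSO-treated cells and -100% = media-only wells without cells; nearly all actives have a fitted effect of over 55% in size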
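HT-1080-NT fibrosarcoma cells (2HG-overproducing), 750 cells/well in RPMI with 5% FBS, dosed after 2 h and incubated 48 h at 37C. CellTiter-Glo luminescence normalized to DMSO and no-cell wells; concentration-response curves fitted and classed.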
HEK293 tox: cytotoxic in the GLP-1 receptor inverse agonist counter-screen; Potency, µM (series often up to 38.3 µM), inactives show top-dose activity change, negative = inhibition, hits mostly inhibitors; AID 624418; HEK293 cAMP-luciferase reporter cells, luminescence, 24 h; 0.13% of 410,000 active;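 further: loss of luciferase light is scored as toxicity; on the % scale 0 is the no-effect control and ±100 the full control effect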
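Quantitative HTS format, 1536 wells, 200 cells/uL seeded. Compounds: 23 nL, 24 h, 37 °C. Detection: luciferase reagent, luminescence at 12 min RT; decreased signal taken as cytotoxic.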
TDP43 rescue: inhibitors of TDP-43 toxicity in yeast. TDP-43 expressing yeast growth rescue, BacTiter-Glo, 24 h. Potency, µM (highest dose often 46.1 µM), for the others: top-dose growth rescue (activation), usual class: activators. 1.8% of 410,000 active; further: % of control where 0% means no effect; nearly all actives have a fitted effect of over 50% in size
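Luminescence from BacTiter-Glo reports growth of TDP-43-expressing yeast after 24 hr at 30 deg C with compound. Cells were raffinose-pregrown to mid-log, then seeded in galactose medium at OD600=0.02.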
KB-V1 MDR tox: kills drug-selected multidrug resistant KB-V1 cells | AID 1347076 | KB-V1 MDR cells viability, CellTiter-Glo, 72 h | 3.4% of 400,000 active | Potency, µM (highest dose often 46.1 µM), inactives show at the top dose activity change, negative = cytotoxicity, hits mostly cytotoxic; further: on the % scale 0 is the no-effect control and ±100 the full control effect; nearly all actives have a fitted effect of over 60% in size
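In this primary screen, KB-V1 cells overexpressing P-gp are incubated with library compounds (lowest to highest concentration) for 72 h at 37 degrees C before a luminescent ATP viability read.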
KB-3-1 cytotox: KB-3-1 parental cell cytotoxicity. 1.4% of 400,000 active. KB-3-1 viability, CellTiter-Glo ATP luminescence, 72 h. Potency, µM (doses to about 46.1 µM), for the others: at the highest dose activity change, negative = cytotoxic, most hits filed as cytotoxic. AID 1347075; further: on the % scale 0 is the no-effect control and ±100 the full control effect; nearly all actives have a fitted effect of over 60% in size
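Here the drug-naive KB-3-1 line serves as comparator for MDR sub-line selectivity; cells received compound titrations, 72 h at 37 °C, then CellTiter-Glo readout.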
HT1080 IDH1KD tx: toxicity to HT-1080 IDH1 knockdown cells (counter line) | Potency, µM (top dose mostly 46.1 µM), without a hit: at the highest dose activity, negative = toxicity, hits mostly cytotoxic | AID 686971 | HT-1080 IDH1 knockdown viability, ATP luminescence, 48 h | 2% of 360,000 active;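 further: 0% = DMSO wells and -100% = cell-free medium wells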
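Assay cells: HT-1080 with IDH1 knockdown, 750 per well, RPMI/5% FBS. Exposure: 48 h at 37 °C following 2 h pre-incubation. Read: CellTiter-Glo luminescence; fitted concentration-response, curve class assigned.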
* hit, by the source's call; u = inconclusive; x = no result given; & = joins results of further samples; [ ] = another dose, or the depositor's remark. The call rests on the fitted dose curve; in most records, active means well fitted curve in the direction sought with a large enough effect; inconclusive means small, poorly fitted or top-dose-only effect, or another doubt; inactive means no such curve, though single readings can be large; an effect the other way counts as inactive or inconclusive. Potency means the concentration at half of the fitted maximal effect.

SMILES	GLP1R ag	GLP1R inv ag	SW480 rereplic	HT1080NT lethal	HEK293 tox	TDP43 rescue	KB-V1 MDR tox	KB-3-1 cytotox	HT1080 IDH1KD tx
Cc1cc(C(=O)N2CCN(c3ncccn3)CC2)sc1-c1ccccc1	-2%	8%	7%	20%	-9%	0%	21µM*	4%	0%
Cc1ccc(C(=O)CSc2nnc(COc3ccc(C#N)cc3)n2-c2ccccc2)cc1	-1%	-9%	-1%	-24%	-2%	1%	1%	14%	-29%
CSc1ccccc1NC(=O)COC(=O)c1ccc(O)cc1	14%	2%	5%[1.84 µM]	0%	-3%	x	19%	14%	1%
COC(=O)C1=C(c2ccccc2)c2ccccc2S(=O)(=O)N1CC(=O)Nc1ccccc1Cl	0%	u	x	x	-8%	21%	5%	-7%	x
COc1ccc(F)cc1-c1cc(C(=O)Nc2cccnc2)[nH]n1	15%	19%	x	8%	-6%	u	4%	0%	8%
O=C1COc2ccc(S(=O)(=O)NCc3ccccc3)cc2N1	10%	-4%	-8%	-4%	12%	-5%	-12%	8%	-3%
CCOC(=O)C1(Cc2ccccc2)CCCN(Cc2cnn(CC)c2)C1 (centres undefined)	-3%	4%	1%	-7%	8%	3%	u	2%	-4%
CCOc1c2ccc(C(=O)NCCc3ccc(C)cc3)cc2nn1CC	-1%	0%	-36%[inhibitor][9.22 µM]	9%	7%	6%	18%	4%	11%
Cc1ccc(S(=O)(=O)N2CCC3(CC2)OCCN3S(=O)(=O)c2cccs2)cc1	-1%	-16%	u	u	9%	20%	-15%	-4%	-19%
CC1CCN(c2nc3c(c(=O)n(C)c(=O)n3C)n2CCSc2nc3ccccc3s2)CC1	-1%	1%	12%	-7%	5%	10%	15µM*	u	-10%
CC(=O)c1cc2c(cc1NC(=O)C1CC=CCC1C(=O)O)OCO2 (centres undefined)	-6%	2%	-13%	16%	-18%	-13%	9%	-1%	12%
COC(=O)c1ccc(C)c(NC(=O)CCSc2ccccc2)c1	-1%	5%	-1%	1%	-18%	-5%	2%	-4%	-7%
CCc1ccc(NC(=O)CSc2nc(C)c(C(=O)Nc3ccc(Cl)cc3)c(-c3ccc(OC)cc3)c2C#N)cc1	x	u	x	x	-5%	15%	19%	5%	x
Cc1ccc(C)c(C(=O)CN2Cc3ccccc3C2=O)c1	8%	-10%	0%	12%	-4%	u	5%	-15%	1%
Cc1nc2ccc(S(=O)(=O)NCC(=O)NCc3ccc(Cl)cc3)cc2s1	-5%	-22%&-3%	0%	5%	-12%&0%	0%&0%	-34%	1%	-6%
COc1ccc([N+](=O)[O-])cc1C(=O)NC1CCN(Cc2ccccc2)CC1	-4%	-11%	-11%	-2%	-15%	2%	-30%	0%	3%
Cc1cc(C)cc(NC(=O)Nc2ccc(N3CCCCC3)cc2)c1	8%	u	u	u	-22%	-5%[1.82 µM]	-7%	-6%	u
O=C(Nc1cc(Cl)cc(Cl)c1)C(NCCO)c1ccccc1 (centres undefined)	8%	0%	-14%	19%	-3%	-19%	5%	14%	-5%
Oc1ccc(-c2csc(Nc3ncccn3)n2)cc1	7%	-18%	-5%	-21%	-6%	30%[9.22 µM]	-8%	3%	-23%
CCOc1ccc(S(=O)(=O)NC2CCCC2)cc1	2%	-3%	-9%	10%	-16%	18%	1%	-11%	7%
COc1ccc(CCN2CC(C(=O)NCC(c3ccccc3)N(C)C)CC2=O)cc1OC (centres undefined)	14%	-3%	-4%	6%	6%	-11%	0%	u	10%
Cc1ccc(-n2c3c(cc(C(=O)NC4CCSC4=O)c2=O)C(=O)CC(C)(C)C3)cc1 (centres undefined)	-3%	5%	-2%	0%	11%	-8%	u	4%	3%
O=S1(=O)CCOC[C@H](CC2CCCCC2)N1Cc1ccccc1F	-3%	-26%	9%	3%	1%	u	-13%&-8%	0%&-10%	-5%
COc1ccc(/C=C/C(=O)NCC(=O)N/N=C/c2cccnc2)cc1	4%	1%[7.66 µM]	-1%	24%	11%[7.66 µM]	-10%[9.22 µM]	12%	-3%	12%
CCCCCC1CCC(C(=O)N2CCOCC2)CC1 (centres undefined)	-1%	u	4%	10%	-10%	-12%	-24%	3%	24%
Cc1ccn2c(=O)c(NC(=O)c3cccs3)c(C)nc2c1	-1%	35%[activator]	23µM*	-4%	0%	0%	0%	2%	-2%
Cc1cc(C)n(C(C)CNC(=O)c2ccc3c(c2)OCO3)n1 (centres undefined)	0%	11%	-3%	1%	-9%	-4%	2%	-16%	-1%
CCOc1ccc(/C=C2\SC(=S)N(NS(=O)(=O)c3ccccc3)C2=O)cc1OC	13%	11%	-6%	0%	-28%	20%	-8%	0%	3%
CCOc1ccccc1NS(=O)(=O)c1ccc(-n2cccn2)cc1	1%	-38%	1%	-2%	-2%	7%	-4%	-3%	-18%
COC(=O)c1sc(N)c(C(=O)OC)c1COC(=O)c1c(C)noc1C	13%	u	2.9µM*	7.1µM*	u	-10%	5.2µM*	5.2µM*	6.3µM*
O=C(NCCOc1ccc(F)cc1)C1CCN(S(=O)(=O)c2ccccc2)CC1	-8%	-9%	-2%	1%	-1%	12%	u	-3%	17%
O=C1CC(NS(=O)(=O)c2cccs2)CN1c1ccccc1 (centres undefined)	-11%	15%	1%	4%	7%	7%	-14%	0%	7%
Cc1nc(N2CCOCC2)c2c(C)c(C(=O)Nc3ccc(F)cc3F)sc2n1	19%	19%	-1%	-3%	-14%	-4%	u	0%	-14%
CCCCOc1ccc(C(=O)NCC(=O)NCCCn2nc(C)cc2C)cc1	15%	-11%	6%	-1%	-20%	12%	u	-2%	1%
O=C(COc1ccccc1)Nc1nnc(S(=O)(=O)N2CCCCC2)s1	0%	1%	20%	2%	-8%	-12%	0%	u	3%
O=C(Nc1cccnc1)c1ccc(COc2cc(Cl)ccc2Cl)o1	8%	-12%	4%	u	6%	u	23µM*	u	23µM*
CCOc1ccc(C2C(C(=O)c3ccco3)=C(O)C(=O)N2CCCn2ccnc2)cc1OC (centres undefined)	-5%	4%	3%	6%	-4%	-2%	85%	6%	10%
COc1ccc(CC(=O)NCCN2CCOCC2)cc1	6%	1%	12%	6%	-7%	9%	12%	-1%	7%
CC(C)(C)C(=O)Nc1ccc(C(=O)Nc2cc(NC(=O)c3ccc(NC(=O)C(C)(C)C)cc3)cc(C(=O)O)c2)cc1	0%	-18%	-2%	10%	9%	-26%	2%	-3%	u
CSc1cccc(NC(C)C(=O)NCc2ccccc2)c1 (centres undefined)	7%	u	4%	-8%	-22%	22%	u	-12%	-5%
O=C(O)c1ccc(OCCCCCCOC2CCCCO2)cc1 (centres undefined)	-2%	13%	6%	16%	6%	-7%	u	8%	13%
CCN(CC)CC#CC(OC)(c1ccccc1)c1ccccc1	-1%	5µM*	5%	-28%	-9%	-19%	u	u	-18%
CCC1CCCCN1C(=O)COC(=O)CN(C)S(=O)(=O)c1ccc(NC(C)=O)cc1 (centres undefined)	-15%	-2%	23%	-9%	18%	-7%	26%	3%	0%
O=C(Nc1cc(C(F)(F)F)ccc1N1CCCCC1)C1=COCCO1	4%	6%	x	3%	21%	u	-2%	0%	3%
CCOC(=O)c1cc(C(C)=O)c(=O)n(C)c1N	-19%	29%	-7%	5%	-11%	-1%	13%	22%	8%
CCC(C)C(=O)OCC1(c2ccc(C)cc2OC(=O)C(C)C)CO1 (centres undefined)	9%	-11%	u	-2%	-6%	13%	35%	0%	0%
COc1ccc(NC(=O)CN2C(=O)CCn3nc(-c4cccn4C)cc32)cc1Cl	x	2%	x	x	1%	10%	16%	-9%	x
FC(F)(F)c1cc(C(F)(F)F)n2nc(-c3sccc3-n3cccc3)cc2n1	-5%	6%	-4%	10%	6%	10%	-5%	-9%	3%
COc1cc(CNc2ncc(-c3ccc(Br)cc3)n2C)cc(OC)c1OC	-4%	u	u	-1%	-14%	-5%	-15%	-11%	-17%
COC(=O)c1cccc(-n2c(CCC(=O)O)ccc2-c2cccs2)c1	-2%	0%&4%	-6%	0%	-2%&-8%	0%	u	2%&13%	0%
(list continues)
SMILES	GLP1R ag	GLP1R inv ag	SW480 rereplic	HT1080NT lethal	HEK293 tox	TDP43 rescue	KB-V1 MDR tox	KB-3-1 cytotox	HT1080 IDH1KD tx
O=C(O)CCn1cc(/C=C\C(=O)c2ccc(Cl)cc2)c(-c2cccc(Br)c2)n1	-1%	13µM*	-3%	-18%	4%	u	2%	-12%	u
Cc1ccc(NC(=O)c2ccc(F)cc2)cc1S(=O)(=O)N1CCCCCC1	13%	u	-11%	-16%	-3%	u	0%	-8%	-13%
Cc1cccc(C)c1NC(=O)CN(C)C(=O)c1ccc(NS(=O)(=O)c2ccc3[nH]c(=O)[nH]c3c2)cc1	9%	-8%	-315%[inhibitor]	2%	-1%	-22%	9%	-1%	6%
Cc1c(O)ccc(-c2[nH]ncc2-c2nc3ccccc3s2)c1O	13%	-21%	3%	-9%	-13%	8%	1%	3%	-20%
Fc1ccc(N/N=C2/CCSc3sccc32)c(F)c1	3%	-23%	-13%	17%	-2%	0%	22%	-1%	9%
CCCCS(=O)(=O)N1CCCC(C(=O)N2CCOCC2)C1 (centres undefined)	-3%	16%	-3%	0%	-4%	9%	-9%	3%	6%
Cc1cc(C)c2[nH]c(O)c(N=NC(=S)NCC3CCCO3)c2c1 (centres undefined)	11%	u	13%	8%	8.9µM*	9%	u	15%	15%

Sorted by SMILES length (rising): 3 of the compounds above.
SMILES	GLP1R ag	GLP1R inv ag	SW480 rereplic	HT1080NT lethal	HEK293 tox	TDP43 rescue	KB-V1 MDR tox	KB-3-1 cytotox	HT1080 IDH1KD tx
Fc1ccc(N/N=C2/CCSc3sccc32)c(F)c1	3%	-23%	-13%	17%	-2%	0%	22%	-1%	9%
Cc1cc(C)c2[nH]c(O)c(N=NC(=S)NCC3CCCO3)c2c1 (centres undefined)	11%	u	13%	8%	8.9µM*	9%	u	15%	15%
O=C(O)CCn1cc(/C=C\C(=O)c2ccc(Cl)cc2)c(-c2cccc(Br)c2)n1	-1%	13µM*	-3%	-18%	4%	u	2%	-12%	u

Assay outcomes (PubChem BioAssay)
